BaF3 tox = counter-screen for JAK2V617F inhibitors: parental Ba/F3 viability inhibitors | inhibition, % at 5.6 µM | CellTiter-Glo ATP luminescence | AID 1486 | 1.1% of 220,000 active;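 active means inhibition above a per-campaign cutoff, the mean inhibition of all tested compounds plus 3 SD, cut at about 27% in these data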;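 further: 0% = DMSO wells and 100% = JAK Inhibitor I control wells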
Furin inh = inhibitors of human furin; P09958; purified furin, fluorogenic substrate cleavage; inhibition, % at 30 µM; 0.061% of 220,000 active; AID 463115; in the data active means inhibition above about 25%; further: inactives centre near -15
Tb hexokinase = blocks Trypanosoma brucei hexokinase 1 activity. inhibition, % at 10 µM. AID 1430. 0.11% of 220,000 active. recombinant TbHK1, G6PDH-coupled NADH A340;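 active means inhibition of 50% or more in the single-dose primary screen; inactive means inhibition below 50%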
p47phox inh = p47phox (human) inhibition; AID 1274; p47phox/p22phox peptide binding, fluorescence polarization, 2 h; 0.53% of 220,000 active; inhibition, % at 24.7 µM;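 active means inhibition above about 30%, limit read from the data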;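 further: 0% = p47phox with labelled peptide and 100% = labelled peptide alone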
Target sequence (P14598 whole entry, looked up): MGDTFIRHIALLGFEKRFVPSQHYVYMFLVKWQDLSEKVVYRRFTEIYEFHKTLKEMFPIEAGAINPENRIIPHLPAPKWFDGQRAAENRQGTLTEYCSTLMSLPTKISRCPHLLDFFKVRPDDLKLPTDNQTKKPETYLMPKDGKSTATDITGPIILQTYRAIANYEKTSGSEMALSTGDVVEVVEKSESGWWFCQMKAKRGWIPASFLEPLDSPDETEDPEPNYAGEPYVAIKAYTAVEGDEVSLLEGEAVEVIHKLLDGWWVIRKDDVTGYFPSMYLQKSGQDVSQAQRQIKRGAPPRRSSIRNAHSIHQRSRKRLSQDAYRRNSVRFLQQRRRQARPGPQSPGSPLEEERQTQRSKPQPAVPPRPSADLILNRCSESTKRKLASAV
PPC-1+TRAIL kill = PPC-1 cancer cell killing with TRAIL present | PPC-1 cells + TRAIL, ATPLite viability luminescence | cell killing (% activity), % at 4 µM | 0.41% of 220,000 active | AID 1443;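 active means cell killing above 50% in the first pass at 4 µM, then a duplicate retest at 5 µM averaging 50% or more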;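 further: plate controls were cells with TRAIL plus DMSO for no effect and medium-only wells lacking cells for full effect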
RBBP9 inhibitor = blocks human serine hydrolase RBBP9; O75884; AID 1515; inhibition, % at 7.94 µM; recombinant RBBP9, FP-Rh probe fluorescence polarization; 0.2% of 220,000 active;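 active means inhibition above the campaign mean of all tested compounds plus 3 SD, cut at about 14% in these data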;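 further: plate controls were DMSO wells with RBBP9 for no effect and wells lacking RBBP9 protein for full effect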
Target sequence (O75884 whole entry, looked up): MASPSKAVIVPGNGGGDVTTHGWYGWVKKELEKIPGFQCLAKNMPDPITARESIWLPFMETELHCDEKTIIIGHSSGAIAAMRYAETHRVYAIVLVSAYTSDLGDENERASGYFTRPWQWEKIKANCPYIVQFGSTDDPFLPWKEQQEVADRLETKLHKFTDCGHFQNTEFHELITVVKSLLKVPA
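Test system: recombinant human RBBP9; Timing: 30 min then 45 min, 25 °C; Detection: fluorescence polarization; Control set: RBBP9 with DMSO as uninhibited control, no-protein wells as full inhibition; Compound dosing: one concentration, 7.94 µM nominal, 0.794% DMSO; Probe or stimulus: FP-Rh activity-based probe, 375 nM before mixing.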
p97 inhibitor = human p97 ATPase inhibition | P55072 | recombinant p97 ATPase, Kinase-Glo ATP luminescence, 3 h | inhibition, % at 8 µM | 0.42% of 220,000 active; in the data active means inhibition above about 15%;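 further: 0% = DMSO vehicle and 100% = wells lacking enzyme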
Ba/F3 V617F tox = reduce viability of Ba/F3 cells dependent on JAK2V617F; inhibition, % at 5.6 µM; AID 1446; Ba/F3 EpoR-JAK2V617F viability, ATP luminescence; 1.1% of 220,000 active;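 active means inhibition above the campaign mean plus 3 SD over all tested compounds, cut at about 24% in these data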;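 further: cytokine-independent growth of Ba/F3 cells driven by EpoR plus mutant JAK2; 0% = DMSO-treated cells and 100% = JAK inhibitor I control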
PGE2 EP2 inh = EP2 receptor (human) inhibition; C6 glioma cells expressing human EP2, cAMP TR-FRET; cells stimulated with saturating PGE2; inhibition, % at 25 µM; 0.52% of 260,000 active;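 active means percent inhibition above 40 after rounding to a whole number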;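 further: rat C6 glioma host cells with rolipram phosphodiesterase inhibitor present; the protocol text gives 20 µM as final concentration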
Target sequence (P43116 whole entry, looked up): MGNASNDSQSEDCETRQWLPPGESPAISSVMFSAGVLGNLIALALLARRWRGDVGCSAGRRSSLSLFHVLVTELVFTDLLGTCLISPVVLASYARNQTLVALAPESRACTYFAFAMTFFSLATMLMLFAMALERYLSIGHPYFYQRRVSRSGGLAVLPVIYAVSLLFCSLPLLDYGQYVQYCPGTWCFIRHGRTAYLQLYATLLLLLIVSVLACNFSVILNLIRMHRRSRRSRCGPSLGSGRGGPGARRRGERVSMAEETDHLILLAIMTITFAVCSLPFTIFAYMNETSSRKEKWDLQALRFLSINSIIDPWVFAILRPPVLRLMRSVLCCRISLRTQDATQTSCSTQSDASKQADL
* hit, by the source's call; nt = not tested or not shown; & = joins results of further samples; [ ] = another dose, or the depositor's remark. Only part of the results is shown; the hit share may differ from the screen's.

SMILES	BaF3 tox	Furin inh	Tb hexokinase	p47phox inh	PPC-1+TRAIL kill	RBBP9 inhibitor	p97 inhibitor	Ba/F3 V617F tox	PGE2 EP2 inh
COc1cccc(-n2cnc3sc4c(c3c2=O)CCC4)c1	4	-6	-1	-1	-1	-5	0	2	5
Cc1nc2nc3c(c(=O)n2[nH]1)CCC3	7	-22	3	-9	5	-7	7	-1	8
O=C1C(Cl)=C(N2CCN(c3ccccc3[N+](=O)[O-])CC2)C(=O)c2ccccc21	3	-10	-8	2	15	4	8	-1	23
O=C(O)c1cc2c(ccc3ccccc32)o1	2	-37	-4	15	19	-9	6	-5	-4
Cc1ccccc1C(=O)OCc1cnc(Cl)s1	4	-9	-9	-8	-13	-6	2	1	7
Cc1ccc(-c2nnc(N3CCN(c4ccccn4)CC3)c3ccccc23)cc1	6	1[20 µM]	3	-11	2	1	2	1	nt
c1ccc(-n2c(SCc3ccncc3)nnc2-c2ccco2)cc1	-1	-20	4	4	4	-3	3	0	13
CCOC(=O)c1cnc2ccc(Cl)cc2c1NCCN(C)C	4	-14[20 µM]	-9	-12	-27	-5	0	-1	10
CC(=O)Nc1ccc(S(=O)(=O)N(CCCN2CCOCC2)Cc2cccs2)cc1	1	-12	-9	-3	11	-3	2	-4	3
O=S(=O)(c1ccc(NC2CCCc3ccccc32)nc1)N1CCOCC1 (stereo unspecified)	13	-1	3	-16	-12	-5	-2	6	6
O=C1[C@@H]2[C@H](Cc3ccc(O)cc3)N[C@]3(C(=O)Nc4ccccc43)[C@@H]2C(=O)N1c1ccc(F)cc1	2	2	-9	-1	-4	-3	4	0	1
O=C(O)c1ccc(S(=O)(=O)c2ccc3c(c2)C(=O)N(Cc2ccco2)C3=O)cc1	3	-16[20 µM]	3	-9	6	2	5	2	6
CC(C)N(C(=O)COC(=O)c1cncc(Br)c1)C(C)C	0	-12	-1	2	10	-1	1	-2	2
c1ccc(Cn2nnnc2C(c2ccccn2)N2CCN(c3ccccc3)CC2)cc1 (stereo unspecified)	3	-10[20 µM]	-4	0	-10	2	-5	3	16
CCn1c(O)c(/C=C2\C=Nc3ccccc32)sc1=Nc1ccccc1	1	-26[20 µM]	-6	-6	25	-3	3	1	6
Cc1nc2ccc(NC(=O)c3ccc(Cl)nc3)cc2s1	-4	-24	-7	-20	29	-7	3	-2	1
CC1CCC2C(=O)N(c3ccc(NC4CCCCC4)c([N+](=O)[O-])c3)C(=O)C2C1 (stereo unspecified)	8	-17	3	-9	18	2	5	1	11
CC1=NNC(=O)C1C(c1ccccc1)C(C#N)C#N (stereo unspecified)	0	-11[20 µM]	-11	-21	-4	8	-5	-2	8
CC(C)(C)C(=O)COC(=O)c1ccccc1O	-1	-4[20 µM]	4	3	14	-4	2	-3	13
CC(=O)c1ccc(Sc2ccc(C(C)=O)cc2)cc1	-2	-15	-3	10	9	-5	-1	-5	9
CCOc1ncccc1C(=O)OCc1cccc([N+](=O)[O-])c1	-1	-34	-2	-6	10	-1	1	-3	1
Cc1nnc(SCC(=O)N2CCN(S(=O)(=O)c3ccc(Cl)cc3)CC2)n(N)c1=O	2	-8	17	-13	0	-2	5	-3	10
O=C(NC(Cc1ccccc1)C(=O)O)/C(=C/c1ccco1)NC(=O)c1cccc(Br)c1 (stereo unspecified)	6	-8	35	-18	-4	-8	4	-4	9
COc1ccccc1OCc1ccc(C(=O)NN)cc1	4	-14[20 µM]	-8	-11	15	-2	0	-2	20
CN(CCNC(=O)C1CCN(S(=O)(=O)N2CCOCC2)CC1)CCc1ccccc1	1	-17	-2	3	22	0	1	-1	23
Clc1ccccc1Cn1nnc(-c2cccs2)n1	2	-2[20 µM]	-1	-10	9	7	-2	-4	17
O=c1c2ccccc2nc2n1C(CBr)CN2 (stereo unspecified)	-3	-29	-12	-4	5	3	4	-2	5
CCN(c1cccc(C(F)(F)F)c1)S(=O)(=O)c1ccc2c(c1)CCN2C(C)=O	10	-15[20 µM]	-10	-16	3	-2	-2	-3	18
O=C(NC1CCCCC1)c1ccc(S(=O)(=O)c2ccccc2Cl)c([N+](=O)[O-])c1	1	-14	-1	7	-16	-1	2	-3	8
Cc1sc2ncnc(SCC(=O)N3CCCC3=O)c2c1C	10	-13	5	-4	2	1	4	0	12
COCCCn1c(SCC(=O)OC2CCCCC2)nnc1-c1cccs1	2	-11	4	-10	-16	4	2	2	7
Cc1oc2cc(OC(=O)c3ccco3)ccc2c(=O)c1-c1nc2ccccc2n1C	3	-9	-19	-3	19	-5	3	-1	6
COc1cccc(-c2cc(C(=O)NCCN3CCOCC3)no2)c1	2	-25	1	-20	0	-6	3	-1	6
COCCSc1ccccc1C(=O)Nc1ccc(Br)cc1	11	-20	4	-4	-4	-6	3	-1	6
CC(C)(C)NC(=S)NCCc1ccccc1	9	-5	-6	-4	8	2	-2	1	4
Cc1nn(-c2ccc(F)cc2)c(Cl)c1/C=N/NC(=O)c1cccc(S(=O)(=O)N2CCCC2)c1	6	-10	22	-8	13	-7	4	-1	5
C=C1CCN([C@H](C(=O)NCc2ccc(OC)cc2)C(C)C)S(=O)(=O)c2ccccc21	nt	-26	-7	-10	-4	nt	nt	nt	13
Nc1nc(C2CCOCC2)cs1	2	-1	-5	-6	5	-9	-6	4	6
O=C(CSc1nc2ccc(Nc3nc(N4CCCC4)nc(N4CCCC4)n3)cc2s1)NCc1ccco1	4	-11	-32	-21	3	1	-2	-5	2
N=c1cc(C2(O)CCCCC2)n2c(nc3ccccc32)s1	7	-12[20 µM]	-3	-16	75*[5 µM]	2	-1	5	4
N#CC1=C(SCC(=O)NC23CC4CC(CC(C4)C2)C3)NC(=O)C(C#N)C12CCCCC2 (stereo unspecified)	4	-11[20 µM]	-6	-24	24	3	-1	-1	10
COc1cc(C)ccc1OCCCOc1cc(C)ccc1Cl	-1	-4[20 µM]	-1	nt	nt	-3	0	-4	-1
COC(=O)C1CCN(C(=O)CSc2nc3ccc(OC)cc3[nH]2)CC1	0	-21	0	10	-4	-13	-1	1	8
COc1ccc(S(=O)(=O)N2CCOCC2)cc1NC(=O)CN1CCCCCC1	10	-13	-5	-4	-4	-4	6	-4	4
CN(C)c1ccc(-c2nnc(-c3cccs3)o2)cc1	5	-10	-6	-7	43	-6	0	-1	11
O=C(Cn1nc(-c2ccc(N3CCOCC3)c([N+](=O)[O-])c2)c2ccccc2c1=O)N1CCCCC1	-1	-1[20 µM]	1	-1	2	-16	2	-4	3
O=C(COC(=O)Cn1cnc2ccccc21)Nc1cccc(S(=O)(=O)N2CCOCC2)c1	7	-24	-2	-6	8	-7	-1	3	8
O=C1CC(c2cccc(Br)c2)C2=C(CCCC2=O)N1 (stereo unspecified)	7	-10	2	-7	2	-10	0	3	nt
CCOC(=O)c1c(NC(=O)CSc2nncs2)sc(C)c1-c1ccccc1	2	0	29	-46	16	-10	0	-2	5
CCOC(=O)C1CCCN(c2nc3ccccc3nc2C(C#N)C(=O)OC(C)COC)C1 (stereo unspecified)	9	-11	-9	-9	10	0	0	2	8
Next section.
SMILES	BaF3 tox	Furin inh	Tb hexokinase	p47phox inh	PPC-1+TRAIL kill	RBBP9 inhibitor	p97 inhibitor	Ba/F3 V617F tox	PGE2 EP2 inh
C=CCN(CC=C)S(=O)(=O)c1ccc2nsnc2c1	5	-19	0	-6	2	-1	2	-3	10
CN(c1ccccc1)S(=O)(=O)c1ccc(C(=O)Nc2nnc(-c3ccco3)o2)cc1	-1	-7	-5	-11	-3	-3	2	-3	1
O=C(CSCc1ccccc1)Nc1cccc(F)c1	2	-15	-8	-1	-7	-7	1	1	12
CCCCn1c(-c2ccco2)nc2ccccc2c1=O	-2	-31[20 µM]	-6	-19	12	-11	4	-4	12
CCCn1c(CNS(=O)(=O)c2ccc(C)cc2)nc2ccccc21	5	-5	4	10	22	-5	-5	2	8
[O-][n+]1onc2c3ccnnc3ccc21	5	-4[20 µM]	-7	0	13	-6	-3	4	13
COC(=O)C1=C(C)Nc2sc(C(N)=O)c(N)c2C1c1ccncc1 (stereo unspecified)	-1	-15	-18	-9	20	-4	3	-4	10
CCNc1sc(C(=O)c2cccs2)c(N)c1-c1nc2ccccc2s1	4	-14	-10	-9	-8	5	6	-1	8
C/C(=C\C(=O)C(F)(F)F)Nc1ccc(C(F)(F)F)cc1	5	-31[20 µM]	0	-4	5	-3	3	-3	6
C#CCOCCOCCOCCNc1nc(N2CCN(C(=O)[C@H](CCC(=O)O)n3cc(C(N)Cc4ccc(O)cc4)nn3)CC2)nc(N2CCN(C(=O)[C@H](Cc3cc4ccccc4[nH]3)n3cc(C(N)[C@H](C)CC)nn3)CC2)n1 (stereo partly specified)	0	-29	-19	1	4	-2	5	-2	nt
O=C(CSc1cccc[n+]1[O-])Nc1ccccc1Oc1ccccc1	8	-29	-5	2	-5	-4	0	3	10
COc1ccc(C2/C=C\CN(S(=O)(=O)c3cccc4cccnc34)CC(=O)N2Cc2ccc(F)cc2)cc1 (stereo unspecified)	nt	-23	-10	-3	-12	nt	nt	nt	13
N#Cc1c(N)nc2c(c1N)CC(=O)N2c1ccc(Cl)cc1	6	-10[20 µM]	-11	-14	-9	-6	-1	1	4
Cc1ccc(S(=O)(=O)c2nnn3c2nc(Nc2cccc(C)c2)c2ccccc23)cc1	3	-18	-14	-1	-6	3	2	-3	8
CN1CCN(c2ccccc2NC(=O)c2ccc(OCc3ccccc3)cc2)CC1	2	-15[20 µM]	-1	-8	0	1	-5	0	20
CN(C)c1ccc(C(=O)N2CC(=O)N(CCc3ccccc3)C(=O)C2)cc1	-1	-12	0	-12	-1	-7	0	-3	nt
CC(=O)c1cccc(Nc2cc(C)nc3c(C)cccc23)c1	-2	-7	-53	-6	0	1	7	2	6
Cc1ccc(N(C(=O)c2ccc(S(=O)(=O)N3CCOCC3)cc2)C2C=CS(=O)(=O)C2)cc1C (stereo unspecified)	3	-23	-5	1	-9	-2	1	-1	10
COc1cc(/C=C2\OC(=O)c3c(OC)cccc32)ccc1O	3	3[20 µM]	-4	-18	25	-7	2	-2	16
O=C(Nc1ccccc1C(=O)NC(Cc1ccccc1)C(=O)NC1CCCCCC1)c1ccccc1 (stereo unspecified)	1	-15	1	-15	7	1	6	-4	10

Gathered by group, the compounds so far with a cyano group
SMILES	BaF3 tox	Furin inh	Tb hexokinase	p47phox inh	PPC-1+TRAIL kill	RBBP9 inhibitor	p97 inhibitor	Ba/F3 V617F tox	PGE2 EP2 inh
CC1=NNC(=O)C1C(c1ccccc1)C(C#N)C#N (stereo unspecified)	0	-11[20 µM]	-11	-21	-4	8	-5	-2	8
N#CC1=C(SCC(=O)NC23CC4CC(CC(C4)C2)C3)NC(=O)C(C#N)C12CCCCC2 (stereo unspecified)	4	-11[20 µM]	-6	-24	24	3	-1	-1	10
CCOC(=O)C1CCCN(c2nc3ccccc3nc2C(C#N)C(=O)OC(C)COC)C1 (stereo unspecified)	9	-11	-9	-9	10	0	0	2	8
N#Cc1c(N)nc2c(c1N)CC(=O)N2c1ccc(Cl)cc1	6	-10[20 µM]	-11	-14	-9	-6	-1	1	4

(list continues)
SMILES	BaF3 tox	Furin inh	Tb hexokinase	p47phox inh	PPC-1+TRAIL kill	RBBP9 inhibitor	p97 inhibitor	Ba/F3 V617F tox	PGE2 EP2 inh
Nc1c(C(=O)Nc2ccc(Cl)cc2)oc2ccccc12	4	-39	-18	-11	15	-1	5	0	13&14
N#C/C(=C\c1ccc(C#N)cc1)C(=O)c1ccccc1	-3	-12	-4	-16	4	-2	4	-2	5
Cc1cc(Cl)ccc1C(=O)C1CCCN(C(=O)c2snnc2C)C1 (stereo unspecified)	4	-28	-5	1	16	-4	-1	-1	4
O=[N+]([O-])c1cccc(-c2noc(-c3cccs3)n2)c1	5	1	-20	-2	10	2	3	-5	13
COc1cc(OC)nc(NC(=O)CS(=O)(=O)c2ccccc2)n1	5	-12[20 µM]	6	-1	9	-3	1	-2	2
